aGal spleen mod = qHTS Assay for Inhibitors and Activators of Human alpha-Galactosidase From Spleen Homogenate. 240,000 tested, 0.008% active. Alpha-galactosidase A (Homo sapiens), P06280. Potency, µM (top dose mostly 80 µM), for inactives: top-dose activity change, negative = inhibition, most hits filed as inhibitors. human spleen homogenate, 4MU-alpha-Gal fluorescence, 40 min. AID 2107, 2009;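 note: 0% = enzyme with vehicle and -100% = no enzyme basal signal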
Target sequence (P06280 32-429 limits assumed): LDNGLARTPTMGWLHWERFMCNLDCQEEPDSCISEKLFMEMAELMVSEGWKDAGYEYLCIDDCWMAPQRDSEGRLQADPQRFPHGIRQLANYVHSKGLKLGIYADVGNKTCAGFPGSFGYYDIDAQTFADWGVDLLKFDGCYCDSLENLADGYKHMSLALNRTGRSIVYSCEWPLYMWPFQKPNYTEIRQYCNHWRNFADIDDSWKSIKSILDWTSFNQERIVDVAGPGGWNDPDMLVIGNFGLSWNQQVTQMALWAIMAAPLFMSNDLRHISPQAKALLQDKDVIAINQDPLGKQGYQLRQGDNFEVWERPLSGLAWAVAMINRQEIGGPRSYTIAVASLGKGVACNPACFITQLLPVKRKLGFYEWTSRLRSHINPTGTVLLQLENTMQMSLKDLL
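Human spleen homogenate (1 ug) was the enzyme source, with 4-methylumbelliferyl-alpha-D-galactopyranoside (1 mM final) in pH 5.0 citrate buffer with 0.01% Tween-20. Compounds were titrated; after 40 min at 37C, NaOH/glycine stop, 4-MU fluorescence read; AC50 from Hill fits.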
RGS12 GoLoco inh = qHTS Assay for Inhibitors of RGS12 GoLoco Motif Activity (Red Fluorophore) | 230,000 tested, 0.44% active | Gai1:RGS12 GoLoco peptide FP, rhodamine, 10 min | Guanine nucleotide-binding protein G(i) subunit alpha-1 (Homo sapiens), P63096 | Potency, µM (titrated, usually from 61.6 µM), without a hit: at the top dose activity, negative = inhibition, actives largely listed as inhibitors; active = well fitted inhibition curve with a large enough effect, not every such curve was filed as active; inactive = no such curve, though single readings can be large or run the other way; note: % is set by controls: 0 for no effect and ±100 for the full control effect; nearly all actives have a fitted effect of over 30% in size; many of its hits are not listed in these tables
Target sequence (P63096 whole entry, looked up): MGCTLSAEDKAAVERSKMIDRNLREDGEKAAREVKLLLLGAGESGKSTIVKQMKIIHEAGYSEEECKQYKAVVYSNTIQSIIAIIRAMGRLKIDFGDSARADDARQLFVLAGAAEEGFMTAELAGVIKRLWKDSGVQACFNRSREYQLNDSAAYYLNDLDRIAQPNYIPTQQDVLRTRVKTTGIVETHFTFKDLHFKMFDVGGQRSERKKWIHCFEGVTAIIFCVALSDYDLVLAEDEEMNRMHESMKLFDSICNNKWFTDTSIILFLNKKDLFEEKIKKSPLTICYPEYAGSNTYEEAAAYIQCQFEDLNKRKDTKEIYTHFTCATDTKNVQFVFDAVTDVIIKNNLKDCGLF
GAA spleen mod = qHTS Assay for Inhibitors and Activators of Human alpha-Glucosidase From Spleen Homogenate; Lysosomal alpha-glucosidase (Homo sapiens), P10253; human spleen homogenate, 4-MU-alpha-glucoside fluorescence; Potency, µM (highest dose often 79.9 µM), inactives show top-dose activity change, negative = inhibition, hits mostly inhibitors; 240,000 tested, 0.006% active; AID 2112, 2009;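 note: 0% = enzyme with vehicle and -100% = no enzyme basal signal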
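Human spleen homogenate (1 ug) incubated with compounds and 1 mM 4-methylumbelliferyl-alpha-D-glucopyranoside in pH 5.0 citrate/phosphate buffer, 37 C, 40 min. Stopped at pH 10; 4-MU fluorescence (Ex 365/Em 440 nm); AC50 by Hill fit.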
ALDH1A1 block = qHTS Assay for Inhibitors of Aldehyde Dehydrogenase 1 (ALDH1A1); Purified ALDH1A1, NADH fluorescence, propionaldehyde substrate; 220,000 tested, 7.3% active; Potency, µM (series often up to 75.3 µM), for inactives: top-dose activity, negative = inhibition, actives largely listed as inhibitors; Aldehyde dehydrogenase 1A1 (Homo sapiens), P00352; active = well fitted inhibition curve with a large enough effect, not every such curve was filed as active; inconclusive = small, poorly fitted or top-dose-only effect, or another doubt; inactive = no such curve, though single readings can be large or run the other way;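 note: plate controls were no enzyme wells and a reference inhibitor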
GAA inh = qHTS Assay for Inhibitors of Human alpha-Glucosidase as a Potential Chaperone Treatment of Pompe Disease; purified human GAA, 4-MU-alpha-glucoside fluorescence; Potency, µM (doses to about 76.9 µM), for inactives: at the top dose activity change, negative = inhibition, usual class: inhibitors; 200,000 tested, 0.005% active;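 note: plate controls were uninhibited enzyme wells for no effect and no-enzyme background for full effect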
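Human alpha-glucosidase, 4 nM, pre-mixed with test compounds before 400 uM 4-methylumbelliferyl substrate; 20 min room temperature at pH 5.0. Fluorescence read after pH 10 stop; AC50 values from Hill-equation fits.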
GAA glycogen mod = qHTS Assay for Inhibitors and Activators of Human alpha-Glucosidase Cleavage of Glycogen | recombinant GAA, glycogen substrate, Amplex Red glucose oxidase fluorescence | 300,000 tested, 0.38% active | Lysosomal alpha-glucosidase (Homo sapiens), P10253 | Potency, µM (highest dose often 76.4 µM), without a hit: at the top dose activity change, negative = inhibition, hits mostly inhibitors;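 note: 0% = full enzyme reaction and -100% = no-enzyme basal signal; the screen sought inhibitors and activators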
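Recombinant human alpha-glucosidase (4 nM final) hydrolysed bovine liver glycogen (30 ug) for 40 min at 37 C in pH 5.0 citrate/phosphate with 0.01% Tween-20. Released glucose detected by glucose oxidase/Amplex Red, Ex 573/Em 610 nm. Compounds up to 77 uM; AC50 from Hill fits.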
KDM4E inh = qHTS Assay for Inhibitors of Human Jumonji Domain Containing 2E (JMJD2E). Lysine-specific demethylase 4E (Homo sapiens), B2RXH2. JMJD2E catalytic domain, FDH-coupled NADH fluorescence (FDH is formaldehyde dehydrogenase). Potency, µM (highest dose often 57.1 µM), without a hit: at the top dose activity change, negative = inhibition, hits mostly inhibitors. 230,000 tested, 1.6% active. AID 2147, 2009; active = well fitted inhibition curve with a large enough effect, not every such curve was filed as active; inconclusive = small, poorly fitted or top-dose-only effect, or another doubt; inactive = no such curve, though single readings can be large or run the other way;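 note: 0% = wells with enzyme and -100% = buffer wells without enzyme; nearly all actives have a fitted effect of over 50% in size; many of its hits are not listed in these tables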
Target sequence (B2RXH2 1-337 limits assumed): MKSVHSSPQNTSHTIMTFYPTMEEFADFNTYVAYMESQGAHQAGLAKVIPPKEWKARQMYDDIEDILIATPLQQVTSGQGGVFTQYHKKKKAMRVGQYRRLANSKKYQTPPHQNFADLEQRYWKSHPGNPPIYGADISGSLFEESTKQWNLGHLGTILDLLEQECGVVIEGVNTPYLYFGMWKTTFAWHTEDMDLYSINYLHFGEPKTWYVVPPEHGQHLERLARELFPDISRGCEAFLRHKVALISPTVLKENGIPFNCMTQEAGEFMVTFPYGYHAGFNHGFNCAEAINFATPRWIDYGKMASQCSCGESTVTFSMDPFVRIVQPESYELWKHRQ
SMN2 splice enh = qHTS Assay for Enhancers of SMN2 Splice Variant Expression; HEK293 SMN2-luciferase splicing reporter, luminescence, 30-36 h; Potency, µM (highest dose often 46.1 µM), inactives show at the highest dose activity change, positive = activation, usual class: activators; 210,000 tested, 2.8% active; AID 1458, 2008; note: % of control where 0% means no effect; nearly all actives have a fitted effect of over 55% in size
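HEK293 cells carry an SMN2 minigene-luciferase reporter in which exon 7 inclusion puts luciferase in frame. Cells were seeded at 2000 cells/well, attached for 10-12 hours, then exposed to compounds for 30-36 hours at 37C before ONE-Glo luminescence.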
* hit, by the source's call; ? = inconclusive; . = no result given; & = joins results of further samples; [ ] = another dose, or the depositor's remark. Unless noted, calls come from the whole dose curve; as a rule, active = well fitted curve in the direction sought with a large enough effect; inconclusive = small, poorly fitted or top-dose-only effect, or another doubt; inactive = no such curve, though single readings can be large; an effect the other way counts as inactive or inconclusive. Potency is the fitted concentration of half-maximal effect. Only part of the results is shown. The share of hits here may be higher or lower than overall.

SMILES	aGal spleen mod	RGS12 GoLoco inh	GAA spleen mod	ALDH1A1 block	GAA inh	GAA glycogen mod	KDM4E inh	SMN2 splice enh
CC12CCC(C(=O)NCCN3CCCCC3)(CC1=O)C2(C)C (configuration not stated)	-18%	-6%	-8%	2%	-6%	?	-1%	1%
Oc1c(Cl)cc(Cl)cc1C=Nc1ccc(Br)cc1	7%	11%	2%	36%[activator]	1%	0%	?	.
COc1ccc(-n2c(Cc3cccn3C)nnc2SCC(=O)Nc2ccccc2C)cc1	-5%	15%	-13%	?	-12%[15.4 µM]	-9%	-2%	-6%
COc1ccccc1N1CCN(C(=O)CN(c2cc(C)cc(C)c2)S(C)(=O)=O)CC1	6%	.	-1%	-4%	-8%	1%	-2%	.
COc1ccc2[nH]c3c(NCCN4CCCCC4)ncnc3c2c1	7%	2%	3%	?	0%	-8%	?	-29%
NC(=NC1C2CC3CC(C2)CC1C3)Nc1ccc(I)cc1 (configuration not stated)	-8%&8%&-3%	-8%&4%&1%	-6%&1%&3%	-6%&11%&-6%	.	.	0%	-20%&-14%
Cc1ccc(OCn2c(=O)sc3ccccc32)cc1	6%	10%	-1%	?	-1%	-21%	2%	?
N#CCCn1c(=O)cnc2cnc(OCc3ccccc3)nc21	-22%	5%	-8%	-8%	.	.	.	1%
CCNc1ncc2nc(-c3cccc(C#N)c3)c(=O)n(CCC#N)c2n1	?	17%	3%	?	.	.	.	.
CC(C)NC[C@H](O)COc1cccc2ccccc12	3%&-16%&11%	-1%&7%&5%	5%&5%&-13%	?	.	.	-14%	-46%&-16%[inhibitor]
CC(C)Oc1ccc(C(=O)NNC(=O)c2ccccc2C(=O)O)cc1	2%	7%	-1%	?	9%	-12%	0%	3%
COc1cc(/C=N/N=C2/NC(=O)C(Cc3ccccc3)S2)ccc1O (configuration not stated)	9%	6%	-4%	3%	6%	-8%	0%	66%
C=CCn1c(SC(CCO)C(=O)NCc2ccco2)nc2sc3c(c2c1=O)CCC3 (configuration not stated)	-1%	4%	-13%	?	2%	3%	7%	-1%
Cn1nc(C(C)(C)C)c(NC(=O)c2ccc(F)cc2)c1C(C)(C)C	3%	-2%	2%	.	.	3%	3%	.
CC(=O)Cn1ncc(N2CCCCC2)c(Cl)c1=O	4%	3%	-3%	-5%	?	-4%	2%	25%
CCC(C)c1ccc(NC(=S)NCc2ccccn2)cc1 (configuration not stated)	-1%	6%	-2%	?	-3%	-17%	-6%	12%
Cc1c(NC(=O)OC(C)C)sc(=S)n1C	-5%	-5%	-5%	3%	1%	?	-11%	1%
CC(C)N(C(=O)Cn1c(-c2ccccc2Cl)nc2ccccc21)c1ccccc1	5%	6%	1%	-4%	-4%	-1%	8%	-11%
CCSC1=N/C(=C\c2ccc(-c3ccccc3[N+](=O)[O-])o2)C(=O)S1	-1%	-8%	-12%	0.32µM*	-7%	-12%	?	0%
Cc1ccc(CNC(=O)c2ccc(CN3CCOCC3)cc2)cc1	2%	-29%	0%	2%	-11%	0%	3%	-3%
Cc1nn(CCCC(=O)Nc2cc(Oc3ccccc3)cc([N+](=O)[O-])c2)c(C)c1[N+](=O)[O-]	2%	.	2%	?	-4%	-11%	-3%	.
CCC1CCC(NC2CCCCNC2=O)CC1 (configuration not stated)	-5%	8%	-4%	14%	0%	-5%	13%	17%
CC(NC(=O)CSc1nnc(-c2cccnc2)n1N)c1ccccc1 (configuration not stated)	-6%	1%	-6%	?	2%	-4%	-4%	10%
CC(/C=N/N1CCN(c2ccccc2)CC1)=C\c1ccccc1	6%	3%	7%	2%	7%	3%	1%	14%
CC1=CC(=Nc2c(C)n(C)n(-c3ccccc3)c2=O)C=C(C)C1=O	-15%	-6%	-22%	-7%	2%	?	-39%	11%
Cc1cccc(NC(=O)c2ccc(NCC3CCCO3)c([N+](=O)[O-])c2)n1 (configuration not stated)	2%	5%	-15%	-13%	-15%	-6%	8%	?
Nc1ccc2nc(-c3ccc(N)c(Cl)c3)[nH]c2c1	13%	2%	0%	?	?	?	?	?
Cc1cc(C)c(OCC(=O)Nc2ccccn2)c([N+](=O)[O-])c1	4%	6%	-3%	0%	-5%	3%	8%	5%
CCOC(=O)c1c(NC(N)=O)nc2n1CCC2	5%	6%	0%	-2%	-2%	7%	2%	-14%
COc1ccc(CCN2CC34C=CC(O3)C(C(=O)NCc3ccccc3)C4C2=O)cc1OC (configuration not stated)	0%	-10%	-2%	-6%	4%	8%	0%	-8%

Random excerpt: three entries already listed
SMILES	aGal spleen mod	RGS12 GoLoco inh	GAA spleen mod	ALDH1A1 block	GAA inh	GAA glycogen mod	KDM4E inh	SMN2 splice enh
CC(C)N(C(=O)Cn1c(-c2ccccc2Cl)nc2ccccc21)c1ccccc1	5%	6%	1%	-4%	-4%	-1%	8%	-11%
Cc1cc(C)c(OCC(=O)Nc2ccccn2)c([N+](=O)[O-])c1	4%	6%	-3%	0%	-5%	3%	8%	5%
CCSC1=N/C(=C\c2ccc(-c3ccccc3[N+](=O)[O-])o2)C(=O)S1	-1%	-8%	-12%	0.32µM*	-7%	-12%	?	0%

(list continues)
SMILES	aGal spleen mod	RGS12 GoLoco inh	GAA spleen mod	ALDH1A1 block	GAA inh	GAA glycogen mod	KDM4E inh	SMN2 splice enh
CCCCCc1c(O)c2ccccc2[nH]c1=O	-10%	7%	?	?	0%	1%	?	-20%
CCCn1c(SCC(=O)NCCc2ccc(Cl)cc2Cl)n[nH]c1=O	5%	.	0%	?	1%	7%	2%	.
Cc1ccc(O)c(C(=O)/C=C/c2ccc3c(c2)OCCCO3)c1	1%	-2%	1%	?	?	4%	-9%	?
COc1cc(/C=N/Nc2ccc3ccccc3c2)ccc1OC(=O)c1ccco1	7%	12%	-6%	?	-12%	?	20µM*	18%
Cc1ccc(N2NC(C)(c3cccs3)NC2=S)cc1 (configuration not stated)	5%	-6%	-8%	18µM*	?	10%	?	22%
O=S(=O)(c1ccc(-c2ccon2)s1)N1CCN(c2ccncc2)CC1	-12%	29%	-5%	.	.	-4%	-4%	.
CC(=O)c1nc2ccccc2n1CCc1ccccc1	4%	15%	-19%	-8%	-2%	-18%	?	17%
Cc1ccc(CN(c2ccc(C(=O)N3CCOCC3)cc2)S(C)(=O)=O)cc1	2%	-8%	1%	6%	3%	7%	-3%	-12%
CC(C)[C@H](NC(=O)[C@H](CC(=O)O)NC(=O)[C@H](CCCCN)NC(=O)[C@@H](N)CCCN=C(N)N)C(=O)N[C@@H](Cc1ccc(O)cc1)C(=O)O	2%	3%	-22%	-11%	-2%[15.4 µM]	3%	-19%	-28%
COc1cc(NC(=O)c2cnn3c(C)cc(C)nc23)c(OC)cc1Cl	-13%	4%	-11%	?	12%	4%	?	3%
Cc1cc(=O)oc2cc(OCC(=O)OCC(=O)N(CCC#N)c3ccccc3)ccc12	2%	2%	2%	?	0%	-1%	?	24%
CC1(C)N=C(C(=O)c2ccccc2)N(O)C1(C)O (configuration not stated)	-23%	10%	-16%	6%	-8%	11%	3%	2%
CC(C)COc1ccc(S(=O)(=O)n2cc(F)c(=O)[nH]c2=O)cc1	4%	7%	1%	1%	-2%	-8%	8%	.
N#CC(=C1Nc2ccccc2N1)S(=O)(=O)c1ccccc1	9%	11%	2%	10%	4%	-5%	2%	-11%
O=c1cc(C(F)(F)F)nc(-c2ccccc2)[nH]1	0%	12%	1%	14%	4%	11%	-1%	-21%
CCOC(=O)c1ccc(NC(=O)CCc2ccc(CC)o2)cc1	-3%	-5%	-5%	?	-3%	-1%	4%	-5%
CN(C)/C=C1\C=C2C(=O)c3ccccc3N2C1=O	-11%	13µM*	-7%	.	.	-1%	-6%	.
COc1ccccc1NS(=O)(=O)c1cccc(NC(=O)c2ccc3ccccc3n2)c1	4%	8%	0%	4%	4%	-8%	-7%	-17%
COC(=O)c1ccc(S(=O)(=O)N2CCCCC2)o1	6%	1%	8%	3%	-12%	7%	-1%	-1%
CC(C)c1ccc(NC(=O)CSc2nnc(-c3ccccn3)n2C)cc1	-12%	4%	-9%	?	-5%	9%	8%	-16%
COc1ccc(/C=C2\CCC(C3CCCC3)C2=O)cc1Cn1cccn1 (configuration not stated)	5%	7%	0%	?	-8%	8%	1%	-23%
CC(N=C1NS(=O)(=O)c2ccccc21)c1ccccc1 (configuration not stated)	-7%	0%	-6%	3%	-6%	-5%	1%	-3%
Cc1cc(N)n(-c2ccc(S(N)(=O)=O)cc2[N+](=O)[O-])n1	-11%	-1%	-5%	-7%	4%	-4%	-4%	9%
CN1CCN(CCCN2c3ccccc3Sc3ccc(C(F)(F)F)cc32)CC1	-12%	-10%	-16%	3%	3%&7%[15.4 µM]	6%&3%	?	-27%
O=C1CCCC2=C1C(c1ccc(O)c(Br)c1)C1=C(CCCC1=O)N2c1ccccc1	4%	10%	4%	0%	-11%	-11%	?	?
CCC1(C)NC(=O)N(CC(=O)N2N=C(c3ccccc3)CC2c2ccc(OC)cc2)C1=O (configuration not stated)	-4%	.	-5%	0%	?	15%	?	.
CCC1CC2CC(NC(C)=O)C1C2 (configuration not stated)	-5%	5%	-9%	2%	-12%	2%	3%	1%
Cc1nn(Cc2ccc(F)cc2)c(C)c1NC(=O)CCCn1nc([N+](=O)[O-])cc1C	-4%	-7%	1%	4%	2%	3%	12%	-11%
CC(C)CNC(=O)NC(=O)COC(=O)Cn1cnc2ccccc2c1=O	-2%	5%	2%	5%	-1%	7%	-19%	.
